KDM4C inh: KDM4C (human) demethylase inhibition; hit rate 0.15% among 96,000; inhibition, % at 12.5 µM; Q9H3R0; GST-KDM4C 2-372, H3K9me3 peptide, LANCE TR-FRET;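 active = mean replicate inhibition above about 25%, with at least 55% of replicates also reaching it, limit read from the data, passing the limit was not always enough; inconclusive = only one of those two conditions met; inactive = neither condition met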
Target sequence (Q9H3R0 2-372 limits assumed): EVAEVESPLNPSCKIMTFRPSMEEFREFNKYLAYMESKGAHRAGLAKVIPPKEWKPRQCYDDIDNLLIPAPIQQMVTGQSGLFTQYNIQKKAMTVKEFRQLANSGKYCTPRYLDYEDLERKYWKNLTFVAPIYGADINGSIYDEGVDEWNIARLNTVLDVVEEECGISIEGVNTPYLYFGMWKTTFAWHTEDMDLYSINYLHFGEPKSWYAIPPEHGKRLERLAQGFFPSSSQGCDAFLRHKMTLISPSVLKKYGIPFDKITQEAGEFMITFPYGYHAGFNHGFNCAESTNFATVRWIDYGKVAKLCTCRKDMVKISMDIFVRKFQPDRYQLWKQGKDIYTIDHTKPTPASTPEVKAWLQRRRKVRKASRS
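Test system: N-terminal GST-fused human GASC-1 (KDM4C) fragment, residues 2-372; quantity: GASC-1 enzyme at 10 nM final in reaction; dosing: single dose; schedule: 30 min demethylation and 1 h detection at room temperature; signal: LANCE TR-FRET, excitation 340 nm, emissions 618 and 671 nm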
C diff growth: C. difficile growth inhibition | Clostridium difficile clinical isolate growth, OD600, 24 h; stronger effect = lower value | growth activity, negative = inhibition, % at 16 µg/mL (by protocol) | hit rate 0.25% among 86,000;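 active = mean growth activity at or below -80% and every replicate also at or below -80%; inconclusive = mean at or below -80% but some replicate above -80%; inactive = mean growth activity above -80%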;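 also: 0% = DMSO wells and -100% = levofloxacin 16 µg/mL wells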
Pf Dd2 inh: blocks growth of Plasmodium falciparum Dd2 parasites; P. falciparum Dd2 growth, SYBR Green, 72 h; stronger effect = lower value; activity change, % at 10 µM; hit rate 2.3% among 94,000; AID 1159554; in the data active = activity change below about -80%; inconclusive = no clear call, values can overlap the other calls
T cruzi growth: blocks T. cruzi growth in NIH3T3 culture. T. cruzi beta-gal in NIH3T3, GalScreen luminescence, 90 h. inhibition, % at 8.34 µM. hit rate 5.9% among 77,000. AID 624255;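 active = mean inhibition above about 93%, with at least 55% of replicates each passing it, limit read from the data, passing the limit was not always enough; inconclusive = only one of those two conditions holds; inactive = neither condition holds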
Active calls of the source: *; ? = inconclusive; . = not tested or not shown; & = joins results of further samples.

SMILES	KDM4C inh	C diff growth	Pf Dd2 inh	T cruzi growth
CCCN(C)C[C@@H]1Oc2cc(C#Cc3cccc(F)c3)ccc2S(=O)(=O)N([C@@H](C)CO)C[C@@H]1C	1.1	10.0	.	111.2*
CO[C@H]1CN(C)C(=O)c2cc(NC(=O)c3ccccc3)ccc2OC[C@@H](C)N(C(C)=O)C[C@@H]1C	.	.	46.5	-65.4
O=C(Cc1ccncc1)Nc1ccc2c(c1)[C@H]1C[C@@H](CC(=O)NC3CCCCC3)O[C@H](CO)[C@H]1O2	0.5	-7.1	-4.9	.
C[C@@H]1CCCCO[C@@H](CN(C)C(=O)C2CCCCC2)[C@@H](C)CN([C@@H](C)CO)C(=O)c2cc(NC(=O)CCCN(C)C)ccc2O1	2.2	-3.0	8.0	-49.3
O=C(C[C@H]1C=C[C@@H](NS(=O)(=O)c2cccc(F)c2)[C@H](CO)O1)N1CCCCC1	1.1	3.7	14.3	-17.6
C[C@H](CO)N1C[C@H](C)[C@@H](CN(C)C(=O)Cc2ccccn2)Oc2cc(C#C[C@@H](C)O)ccc2S1(=O)=O	0.0	1.6	27.6	10.0
CCNC(=O)Nc1ccc2c(c1)C(=O)N(C)[C@@H]1CC[C@H](CC(=O)NCC3CC3)O[C@H]1CO2	2.7	-0.8	9.5	4.2
C/C=C/c1cnc2c(c1)C(=O)N([C@@H](C)CO)C[C@@H](C)[C@@H](CN(C)C(=O)Nc1ccc(OC)cc1)O2	1.0	3.0	4.4	6.3
C[C@H](CO)N1C[C@H](C)[C@@H](CN(C)S(=O)(=O)c2ccccc2F)Oc2ncc(C#Cc3ccccc3F)cc2C1=O	-2.8	-2.8	-41.4	112.4*
C[C@H](CO)N1C[C@H](C)[C@@H](CN(C)C(=O)Nc2cccc3ccccc23)Oc2ccc(NC(=O)C3CCCCC3)cc2C1=O	-1.5	-4.4	-13.9	2.8
C/C=C/c1ccc([C@H]2[C@H](CO)N3C(=O)CN(Cc4ccc(C)cc4)C[C@@H]23)cc1	-0.7	-0.2	-30.2	.
CCCNC(=O)N(C)C[C@H]1Oc2ncc(C#C[C@H](C)O)cc2C(=O)N([C@@H](C)CO)C[C@@H]1C	-0.8	11.4	33.5	16.6
C[C@@H]1CN([C@@H](C)CO)C(=O)Cc2cc(NC(=O)C3CCCCC3)ccc2O[C@H]1CN(C)S(=O)(=O)c1cn(C)cn1	1.6	-9.4	36.4	0.7
CO[C@H](CN(C)S(=O)(=O)c1ccc(C)cc1)[C@H](C)CN([C@H](C)CO)S(=O)(=O)c1cccc(Cl)c1	-2.6	.	-3.9	102.0*
COc1ccccc1C#Cc1ccc([C@H]2[C@@H](C#N)N(C(=O)C3CC3)[C@H]2CO)cc1	-0.7	4.7	-85.2*	91.4
Cc1noc(C)c1S(=O)(=O)N(C)C[C@H]1Oc2ccc(NC(=O)C3CCCCC3)cc2CC(=O)N([C@@H](C)CO)C[C@H]1C	0.5	0.4	-12.6	-21.3
CN1C(=O)c2cc(NC(=O)c3cnccn3)ccc2OC[C@H]2O[C@H](CC(=O)N[C@H]3CCN(Cc4ccccc4)C3)CC[C@@H]21	-1.1	1.4	.	71.9
COc1ccc(NC(=O)Nc2cccc3c2O[C@H](CN(C)S(=O)(=O)c2ccc(OC)cc2)[C@H](C)CN([C@H](C)CO)C3=O)cc1	-0.8	-8.5	-2.3	22.6
CCC(=O)Nc1ccc2c(c1)C(=O)N(C)[C@H]1CC[C@H](CC(=O)NC3Cc4ccccc4C3)O[C@@H]1CO2	-1.2	2.6	-20.9	34.7
CC(=O)N(C)C[C@H]1[C@H](c2ccc(-c3ccccc3F)cc2)[C@H](CO)N1C(C)=O	2.2	5.1	-48.9	90.0
C/C=C/c1ccc([C@H]2[C@H](CO)N3C(=O)CN(S(=O)(=O)c4ccccc4)C[C@@H]23)cc1	1.7	2.1	16.1	.
COc1ccc(NC(=O)Nc2ccc3c(c2)C(=O)N([C@H](C)CO)C[C@@H](C)[C@H](CN(C)S(=O)(=O)c2ccc(C)cc2)OCCCC[C@H](C)O3)cc1	0.5	.	-66.6	72.5
CCCC(=O)Nc1ccc2c(c1)OC[C@@H](C)N(Cc1ccccc1C(=O)O)C[C@@H](C)[C@H](OC)CN(C)C2=O	0.7	.	22.0	57.4
C[C@@H]1CCCCO[C@H](CN(C)C(=O)Nc2ccc(C(F)(F)F)cc2)[C@H](C)CN([C@@H](C)CO)C(=O)c2cc(NS(=O)(=O)c3cccs3)ccc2O1	20.5	1.3	?	80.8
C[C@H]1CN([C@@H](C)CO)C(=O)c2cc(NC(=O)Nc3ccc4c(c3)OCO4)ccc2O[C@@H]1CN(C)Cc1ccc(Cl)c(Cl)c1	-0.5	.	-3.1	-12.8
New compounds follow:
SMILES	KDM4C inh	C diff growth	Pf Dd2 inh	T cruzi growth
C[C@@H]1CN([C@@H](C)CO)C(=O)c2cc(-c3ccc(C(=O)N(C)C)cc3)cnc2O[C@@H]1CN(C)C(=O)c1ccncc1	.	-2.5	31.5	.
CN(C)CCCNC(=O)C[C@H]1CC[C@H](NC(=O)Cc2cccnc2)[C@@H](CO)O1	0.2	.	11.3	10.4
C[C@@H]1CCCCO[C@H](CN(C)C(=O)CCCN(C)C)[C@H](C)CN([C@@H](C)CO)C(=O)c2cc(NS(=O)(=O)c3ccc(Cl)cc3)ccc2O1	3.2	-2.8	-36.1	16.1
CO[C@H]1CN(C)C(=O)c2cc(NC(=O)C3CCC3)ccc2OC[C@H](C)N(Cc2ccncc2)C[C@@H]1C	3.8	-0.8	-0.9	38.0
CCCC#Cc1ccc([C@H]2[C@@H](CO)N3C(=O)CN(C(=O)c4ccc(F)cc4)C[C@@H]23)cc1	-0.7	5.8	-5.6	.
CN(C)C(=O)C[C@H]1CC[C@@H]2[C@@H](COc3ccc(NC(=O)C4CCCCC4)cc3C(=O)N2C)O1	0.2	-3.2	-7.5	1.8
CN1C[C@@H]2[C@H](c3ccccc31)[C@@H](CO)N2C(=O)Nc1cccc(F)c1	-0.7	-0.1	2.8	24.0
CCCNC(=O)C[C@H]1CC[C@@H]2[C@H](COc3ccc(NC(=O)c4cc(F)cc(F)c4)cc3C(=O)N2C)O1	0.4	-7.5	1.7	7.5
CO[C@H]1CN(C)C(=O)c2cc(NS(C)(=O)=O)ccc2OC[C@@H](C)N(C(=O)C2CCCC2)C[C@H]1C	-2.9	.	.	-1.2
O=C(C[C@H]1C=C[C@H](NC(=O)CCN2CCCCC2)[C@H](CO)O1)NCc1ccc(Cl)c(Cl)c1	0.6	.	7.3	-17.7
O=C([C@@H]1[C@@H](CO)[C@@H]2Cn3c(ccc(C4=CCCC4)c3=O)[C@H]1N2Cc1nccs1)N1CCCCC1	-0.5	1.5	16.2	35.6
O=C(NC1CCCCC1)N[C@@H]1CC[C@@H](CC(=O)N2CCOCC2)O[C@@H]1CO	7.5	-5.4	23.7	.
COc1cccc(-c2cn(CC[C@H]3CC[C@H](NC(C)=O)[C@@H](CO)O3)nn2)c1	0.4	1.4	-13.8	-54.3
COc1ccccc1CNC(=O)C[C@H]1C[C@@H]2c3cc(NC(=O)c4ccc5c(c4)OCO5)ccc3O[C@@H]2[C@@H](CO)O1	0.8	-3.6	-22.1	17.8
COc1cccc(CNC(=O)C[C@@H]2CC[C@H](NC(=O)C3CCC3)[C@H](CO)O2)c1	0.9	-3.7	-3.1	10.9
O=C(Nc1cccc(Cl)c1)N[C@H]1CC[C@H](CCNC(=O)C2CCCC2)O[C@@H]1CO	-0.3	-4.9	-3.2	.
C[C@H](CO)N1C[C@H](C)[C@H](CN(C)C(=O)Nc2ccc(F)cc2)Oc2ccc(NC(=O)C3CCCCC3)cc2CC1=O	0.1	-0.8	5.4	34.2
COc1ccccc1C#Cc1cnc2c(c1)C(=O)N([C@H](C)CO)C[C@@H](C)[C@@H](CN(C)C)O2	2.0	-0.2	-14.2	91.9
COCC#Cc1ccc2c(c1)O[C@H](CN(C)C(=O)c1ccccc1)[C@@H](C)CN([C@@H](C)CO)S2(=O)=O	-2.1	-4.6	-38.7	15.4
O=C(NCC[C@@H]1CC[C@H](NS(=O)(=O)c2ccccc2)[C@H](CO)O1)c1cc(Cl)cc(Cl)c1	2.4	.	5.7	-23.9
O=C(C1CCCC1)N1CC2(C1)[C@@H](c1ccccc1)[C@H](CO)N2Cc1ccccc1F	0.5	5.5	-35.5	.
CCNC(=O)C[C@@H]1C=C[C@H](NC(=O)C2CCOCC2)[C@H](CO)O1	-0.9	2.6	8.8	-21.0
C[C@@H]1CN([C@H](C)CO)C(=O)CCCn2cc(nn2)CO[C@@H]1CN(C)C(=O)Nc1ccc(C(F)(F)F)cc1	-1.1	-3.6	21.9	52.8
Cc1noc(C)c1NC(=O)N(C)C[C@H]1Oc2ccc(NC(=O)c3ccncc3)cc2CC(=O)N([C@@H](C)CO)C[C@H]1C	-1.9	-1.0	0.0	9.0
COc1ccc(NC(=O)Nc2ccc3c(c2)C(=O)N([C@H](C)CO)C[C@H](C)[C@H](CN(C)C(=O)c2ccccc2)OCCCC[C@H](C)O3)cc1	0.3	-5.5	26.6	18.5
Further records follow.
SMILES	KDM4C inh	C diff growth	Pf Dd2 inh	T cruzi growth
C[C@H](CO)N1C[C@H](C)[C@H](CN(C)C(=O)C2CCC2)Oc2ncc(/C=C/c3ccccc3)cc2C1=O	4.7	0.9	-34.6	.
CCCC#Cc1cnc2c(c1)C(=O)N([C@@H](C)CO)C[C@@H](C)[C@@H](CN(C)S(=O)(=O)c1cccc(OC)c1)O2	-1.1	4.6	17.8	88.3
Cc1cccc(S(=O)(=O)N2CCCCN3[C@@H](CO)[C@@H](c4ccc(-c5cccnc5)cc4)[C@@H]3C2)c1	-1.9	-9.7	-56.9	55.4
CNC[C@@H]1Oc2ccc(NS(C)(=O)=O)cc2C(=O)N([C@@H](C)CO)C[C@@H]1C	-0.5	-3.9	15.5	0.4
C[C@@H]1CN([C@H](C)CO)C(=O)Cc2cc(NC(=O)Nc3ccc(F)cc3)ccc2O[C@@H]1CN(C)Cc1ccc(C(F)(F)F)cc1	0.7	56.1	-0.5	59.5
C[C@H](NC(=O)[C@H]1[C@H](CO)[C@H]2Cn3c(ccc(-c4ccccc4)c3=O)[C@H]2N1C)c1ccccc1	2.0	6.9	3.3	17.5
COCC#Cc1cnc2c(c1)C(=O)N([C@@H](C)CO)C[C@H](C)[C@H](CN(C)C(=O)c1ccc3c(c1)OCO3)O2	1.9	2.2&-2.2	35.8&29.4	-9.3&-6.8
CC(C)NC(=O)N(C)C[C@@H]1Oc2ccc(NC(=O)Cc3ccccc3)cc2CC(=O)N([C@H](C)CO)C[C@@H]1C	-2.1	-4.4	9.9	.
C[C@H](CO)N1C[C@H](C)[C@@H](CN(C)Cc2ccc(Cl)c(Cl)c2)Oc2c(NC(=O)CCCCCC(=O)Nc3ccccc3N)cccc2C1=O	0.2	-12.8	-71.9	.
CO[C@@H]1CN(C)C(=O)c2cc(NC(=O)C3CCCC3)ccc2OC[C@@H](C)N(C(C)=O)C[C@@H]1C	0.5	0.3	20.6	-8.2
O=C(C[C@H]1CC[C@H](NC(=O)c2ccc(F)cc2)[C@@H](CO)O1)NCCc1ccccc1	1.2	.	20.5	-70.5
O=C(C[C@@H]1C=C[C@H](NC(=O)c2ccncc2)[C@H](CO)O1)Nc1ccc(-c2ccccc2)cc1	-2.0	-1.9	-1.6	61.0
CCCC#Cc1ccc2c(c1)O[C@@H](CN(C)C(=O)c1ccccc1)[C@H](C)CN([C@@H](C)CO)S2(=O)=O	0.0	5.8	-57.7	95.7*
COc1ccc(S(=O)(=O)N(C)C[C@H]2OCCCC[C@H](C)Oc3ccc(NC(=O)Nc4ccc(C(F)(F)F)cc4)cc3C(=O)N([C@H](C)CO)C[C@H]2C)cc1	0.7	1.1	?	47.4
C[C@H]1CN([C@@H](C)CO)C(=O)c2cc(NC(=O)CCN3CCOCC3)ccc2O[C@H]1CN(C)C(=O)Nc1cccc2ccccc12	0.2	-6.5	18.5	16.4
C[C@@H]1CN([C@@H](C)CO)C(=O)c2cc(-c3cccc(C(=O)N(C)C)c3)cnc2O[C@@H]1CN(C)S(=O)(=O)c1ccccc1	-0.8	-1.6	14.8	.
CO[C@@H]1CN(C)C(=O)c2cc(NC(=O)c3ccccc3)ccc2OC[C@@H](C)N(C(=O)CN(C)C)C[C@@H]1C	0.8	-1.4	16.2	-7.0
C[C@@H]1CN([C@@H](C)CO)S(=O)(=O)c2ccc(C3=CCCCC3)cc2O[C@H]1CN(C)C(=O)Cc1ccccc1	-2.7	-9.2	-42.9	?

Quoted at random: three records from the list
SMILES	KDM4C inh	C diff growth	Pf Dd2 inh	T cruzi growth
O=C(C[C@H]1CC[C@H](NC(=O)c2ccc(F)cc2)[C@@H](CO)O1)NCCc1ccccc1	1.2	.	20.5	-70.5
C[C@@H]1CN([C@@H](C)CO)C(=O)c2cc(-c3cccc(C(=O)N(C)C)c3)cnc2O[C@@H]1CN(C)S(=O)(=O)c1ccccc1	-0.8	-1.6	14.8	.
CO[C@@H]1CN(C)C(=O)c2cc(NC(=O)c3ccccc3)ccc2OC[C@@H](C)N(C(=O)CN(C)C)C[C@@H]1C	0.8	-1.4	16.2	-7.0
